# Bioassay records: PubChem BioAssay, several laboratories
# Mcl-1 Bim block – inhibitors of Bim-Mcl-1 interaction, human; Q07820; Bead-based flow cytometry, Bim peptide-Mcl-1 binding; inhibition, % at 10 µM; 190,000 compounds, 0.1% hits; AID 1009; in the data active = inhibition above about 40%;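 also: 0% = no compound tracer wells and 100% = peptide blocker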
# Target sequence (Q07820 whole entry, looked up): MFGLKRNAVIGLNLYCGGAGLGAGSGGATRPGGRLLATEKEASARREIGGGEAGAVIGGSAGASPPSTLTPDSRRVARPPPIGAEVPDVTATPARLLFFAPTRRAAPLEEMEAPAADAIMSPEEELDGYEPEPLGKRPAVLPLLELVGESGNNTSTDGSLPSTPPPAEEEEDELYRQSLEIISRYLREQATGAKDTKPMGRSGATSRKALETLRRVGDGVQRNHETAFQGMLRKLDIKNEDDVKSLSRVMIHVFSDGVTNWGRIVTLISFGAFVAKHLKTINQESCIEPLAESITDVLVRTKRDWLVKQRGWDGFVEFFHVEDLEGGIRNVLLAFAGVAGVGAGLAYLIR
# RGS8-Gao – modulates binding of RGS8 to human Galphao; AID 1423; P09471; 220,000 compounds, 0.34% hits; response (percent of control binding), % at 10 µM; multiplexed bead flow cytometry; actives lie on both sides; in the data active = response below about 60% or above about 140%; inactive = in between;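 also: Galphao activated as the GDP aluminium fluoride complex binding bead-coupled RGS8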
# Target sequence (P09471 whole entry, looked up): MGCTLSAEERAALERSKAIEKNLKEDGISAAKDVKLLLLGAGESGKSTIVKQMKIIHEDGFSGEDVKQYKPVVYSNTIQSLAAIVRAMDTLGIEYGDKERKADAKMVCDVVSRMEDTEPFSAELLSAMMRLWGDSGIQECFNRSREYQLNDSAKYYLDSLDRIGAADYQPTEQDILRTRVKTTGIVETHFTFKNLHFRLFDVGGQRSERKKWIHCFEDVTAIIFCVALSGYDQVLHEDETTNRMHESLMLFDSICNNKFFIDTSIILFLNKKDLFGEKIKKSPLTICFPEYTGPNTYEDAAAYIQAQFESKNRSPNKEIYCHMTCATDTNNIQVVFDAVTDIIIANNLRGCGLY
# Cdc42 wt GTP – modulators (inhibitors or activators) of GTP binding to human Cdc42 wildtype | P60953 | GST-Cdc42 beads, Bodipy-GTP binding, flow cytometry; actives lie on both sides | percent activity (GTP binding), % at 10 µM | 190,000 compounds, 0.2% hits | AID 761;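 active = percent activity GTP binding at least 20 points away from the 100% baseline, either down as inhibitor or up as activator; inconclusive = compound flagged as likely green fluorescent from well-wide comparison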;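 also: median bead fluorescence of bound Bodipy-FL-GTP at 100 nM; 0% = excess unlabeled GTP control and 100% = no compound control; below 100% means less GTP binding so inhibitor and above means activator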
# Mcl1-Bid inh – disrupts binding of human Mcl-1 to Bid peptide | Q07820 | 220,000 compounds, 0.97% hits | TR-FRET Mcl-1/Bid-Dy647 peptide binding, 1536-well | inhibition, % at 21.7 µM;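 active = compounds that cut the binding signal by more than half at the single screening dose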;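 also: His-tagged Mcl-1 with europium anti-His antibody binding Bid BH3 peptide; 0% = Mcl-1 plus peptide wells and 100% = peptide-only wells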
# Rab2 wt GTP – changes GTP binding to wildtype dog Rab2A, up or down | P61105 | GST-Rab2 wt beads, Bodipy-GTP binding, flow cytometry | GTP binding activity, % at 10 µM | 190,000 compounds, 0.19% hits | AID 760;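 active = GTP binding activity at least 20 points away from 100%, either lowered or raised; inconclusive = signal likely due to the compound's own green fluorescence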;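 also: 0% = beads with excess unlabeled GTP and 100% = no-compound control corrected for plate trend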
# Pf gamet viab – kills late stage P. falciparum gametocytes. P. falciparum stage V gametocytes, ATP luminescence, 24 h. inhibition, % at 10.9 µM. 150,000 compounds, 0.065% hits. AID 743093;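 active = inhibition above the mean plus 3 SD of compounds within the control limits, set per campaign, cut at about 38% in these data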;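 also: 0% = DMSO wells and 100% = medium only without gametocytes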
# Rac1 mut GTP – alters GTP binding to activated mutant human Rac1; P63000; GST-Rac1 activated beads, fluorescent GTP binding, flow cytometry; actives lie on both sides; 100% means binding = to untreated wells; percent activity (GTP binding), % at 10 µM; 190,000 compounds, 0.11% hits; AID 764;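 active = GTP binding at least 20 percentage points away from the 100% baseline, in either direction, so actives lie on both sides; inconclusive = Compound likely fluorescent itself, or too few beads counted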
# Mcl1-Noxa inh – Mcl-1/Noxa interaction inhibition | Q07820 | TR-FRET Mcl-1/Noxa peptide binding, 2 h | inhibition, % at 21.7 µM | 220,000 compounds, 1.5% hits | AID 1022;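 active = compounds that cut the protein-peptide binding signal by more than 50% relative to plate controls in a single-dose test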;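 also: His-tagged Mcl-1 with rhodamine Noxa BH3 peptide and terbium anti-His antibody; 0% = Mcl-1 plus Noxa peptide wells and 100% = peptide-only wells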
# Rac1 wt modul – human Rac1 wildtype GTP binding, inhibitors and activators; 190,000 compounds, 0.27% hits; P63000; GTP binding activity (% of control), % at 10 µM; GST-Rac1 beads, fluorescent GTP binding, flow cytometry; actives lie on both sides; 0 = cold GTP competed, 100 = untreated;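 active = GTP binding activity at least 20 points away from the 100% control level, either lower or higher; inconclusive = compound flagged as likely green fluorescent, judged across all proteins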
# HRas wt GTP bind – changes GTP binding to wildtype human HRas | P01112 | GST-Ras wt beads, Bodipy-FL-GTP binding, flow cytometry; actives lie on both sides | GTP binding activity, % at 10 µM | 190,000 compounds, 0.14% hits | AID 759;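 active = GTP binding activity at least 20% away from the 100% baseline, either lowered as inhibitor or raised as activator; inconclusive = flagged as likely green fluorescent, judged across all proteins in the well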;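 also: 0% = unlabeled GTP competition control and 100% = no-compound control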
# Target sequence (P01112 whole entry, looked up): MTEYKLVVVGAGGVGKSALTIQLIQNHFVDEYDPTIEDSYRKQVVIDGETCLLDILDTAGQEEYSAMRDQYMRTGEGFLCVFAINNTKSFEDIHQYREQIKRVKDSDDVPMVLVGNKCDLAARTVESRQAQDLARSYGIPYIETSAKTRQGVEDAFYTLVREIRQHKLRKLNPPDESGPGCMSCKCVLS
# Rab7 wt modul – alters GTP binding to wildtype dog Rab7; GST-Rab7 beads, fluorescent GTP binding, flow cytometry; actives lie on both sides; untreated = 100%, excess cold GTP = 0%; GTP binding activity (percent of control), % at 10 µM; 190,000 compounds, 0.055% hits; AID 758;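 active = fluorescent GTP binding to Rab7 beads changed by at least 20 points from the 100% baseline, either direction, mostly lower; inconclusive = compound itself probably fluorescent, or too few beads counted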;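 also: median green fluorescence of bound Bodipy-FL-GTP per Rab7 bead population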
# An asterisk follows results filed as active; ? = inconclusive; . = not tested or not shown.
SMILES,Mcl-1 Bim block,RGS8-Gao,Cdc42 wt GTP,Mcl1-Bid inh,Rab2 wt GTP,Pf gamet viab,Rac1 mut GTP,Mcl1-Noxa inh,Rac1 wt modul,HRas wt GTP bind,Rab7 wt modul
CC(OC(=O)CNC(=O)C12CC3CC(CC(C3)C1)C2)C(=O)Nc1ncc(Cl)cc1Cl (stereo not given),-1,97,104,-8,100,-9,99,-2,104,103,101
CCN(c1cccc(C)c1)c1nc2ccsc2c(=O)s1,-4,92,98,-8,99,.,98,0,107,100,97
Cc1cc(C)nc(NS(=O)(=O)c2ccc(N/C=C\C(=O)c3ccc(Cl)cc3)cc2)n1,-2,99,?,-33,?,.,?,-47,?,?,?
CC(C)CCNC(=O)c1ccc(Cl)c(NC(=O)Cc2ccccc2)c1,-6,96,99,0,98,11,99,24,102,98,100
CCN(CC)CCNC(=O)c1cc2ccccc2nc1Cl,-1,99,101,20,99,-4,98,19,100,97,101
CC(=O)n1nc(-c2ccc(C)cc2)nc1NCc1ccc(F)cc1,0,103,96,-5,98,.,96,-2,99,99,103
CCCCN1C[C@H](O)[C@@H](O)[C@H](O)[C@H]1CO,-1,.,100,-7,98,.,100,6,103,99,103
Cc1cc(C)cc(N2C(=O)N(c3ccccc3C)C3CS(=O)(=O)CC32)c1 (stereo not given),-2,100,106,6,104,.,104,12,108,104,102
Cc1nc(SCC(=O)Nc2ccc3c(c2)OCCO3)nc(C)c1C,-4,96,96,-9,100,21,96,14,98,98,106
CCOC(=O)c1cccc(NC(=O)c2ccccc2C)c1,0,104,97,-16,99,7,97,14,97,100,105
COC(=O)C1=C(COc2ccc(C=O)cc2OC)NC(=O)NC1c1cc(C)ccc1C (stereo not given),-2,105,99,41,98,-4,97,5,104,99,103
CCc1c(O)nc(SCC(=O)NCc2ccco2)[nH]c1=O,0,101,105,-39,102,.,100,14,106,102,105
COc1ccc(CNC(=O)CN(Cc2ccc(Cl)cc2)S(C)(=O)=O)cc1,1,94,105,-10,101,-4,103,5,103,104,102
CCOC(=O)c1c(N)sc2c(OCC)c(Br)ccc12,-3,90,98,-10,98,-19,96,2,98,98,101
CCOc1ccc(Nc2oc(-c3ccccc3Cl)nc2C#N)cc1,5,98,99,45,95,6,95,38,100,96,94
Cc1nnc(N/N=C/c2cccc(OCc3ccc(Cl)c(Cl)c3)c2)n1N,-4,95,101,4,98,12,97,-1,100,99,99
CN(C)S(=O)(=O)c1ccc(NC(=O)CN2CCN(C(c3ccccc3)c3ccccc3)CC2)cc1,-1,100,97,-21,94,-15,95,15,94,96,93
CCC(=O)C1CCCN(C(=O)c2ccc(OC3CCN(C(=O)c4cccnc4)CC3)cc2)C1 (stereo not given),-2,97,100,-24,96,21,100,7,106,99,95
O=C(/C=C/c1c(Cl)cccc1Cl)NCCc1ccccc1,7,100,107,-11,104,-5,100,4,105,106,104
OC(CNc1ccccc1)Cn1ccc2ccccc21 (stereo not given),0,99,94,10,93,8,97,32,100,97,99
Cc1ccsc1/C=C(\C(=O)c1ccc(OC(C)C)cc1)c1nc2ccccc2o1,-1,99,98,-1,103,9,95,2,107,103,100
CCO[C@H]1OC(C(=O)N2CCOCC2)=C[C@@H](c2ccc(Br)cc2)[C@@H]1CCCO,0,99,99,8,95,18,95,25,95,97,98
O=C(O)Cn1c(CC(=O)N2CCCC2)nc2ccccc21,0,101,106,6,101,-11,101,-5,106,104,105
COc1ccc(CCNC(=O)C2CCCN(c3nn4c(=O)cc(C)nc4s3)C2)cc1OC (stereo not given),-1,100,98,-21,97,.,99,17,103,98,98
CCN1CCN(c2ccc(NC(=O)c3ccccc3F)cc2Cl)CC1,2,103,99,-1,103,-29,96,13,101,98,101
CCS(=O)(=O)NCC(c1cccnc1)N1CCN(c2ccccc2F)CC1 (stereo not given),1,104,107,-5,102,.,102,4,106,104,101
COc1ccccc1-n1c(SCC(=O)NC(C)(C)C)nc(O)c(Cc2ccccc2)c1=O,-1,102,104,-73,101,-9,98,-2,105,104,103
CCC(=O)NCC(=O)OCC(=O)c1ccccc1,-2,97,103,-10,100,.,99,-10,106,101,100
COc1ccc(-c2nc(C#N)c(N3CCc4ccccc4C3)o2)cc1OC,-3,101,101,-18,101,-8,98,5,97,102,98
CN(C)c1ccc(/C=N/NC(=S)NCc2ccccc2)cc1,-2,101,102,-148,99,-21,102,7,103,100,96
CCN(CC(=O)NCCc1ccc(Cl)cc1)Cc1nc2ccccc2c(=O)[nH]1,4,105,96,-10,94,20,96,0,93,94,87
Cn1c(=O)[nH]c(=O)c2c1nc(CN1CCN(c3ccc(F)cc3)CC1)n2CCCc1ccccc1,-1,97,103,-13,104,.,99,-4,102,102,105
CCOc1ccc(N(CC(=O)NCCCOC)S(C)(=O)=O)cc1,-2,103,99,0,99,.,97,-5,97,99,98
O=C1OCCC1Sc1nnc(-c2ccc3c(c2)OCO3)n1-c1ccccc1 (stereo not given),0,96,100,-53,98,.,98,1,100,99,95
O=C(Cc1cccs1)N1CCCC(c2nc(-c3ccc(S(=O)(=O)N4CCCC4)cc3)no2)C1 (stereo not given),-1,99,104,-13,101,.,99,-2,103,103,102
CN1C(C(=O)Nc2ccccn2)=C(O)c2sccc2S1(=O)=O,-4,100,.,10,95,.,99,10,102,96,92
COC(=O)C1=C(NC(=O)c2ccc(C)c(C)c2)CCS1,0,99,101,-38,97,-9,102,-17,109,100,101
COC(=O)CCC(=O)Nc1ccc(S(=O)(=O)N2CCCCCC2)cc1,-4,101,98,-14,97,3,98,9,101,98,96
Cc1cc(C)c2[nH]c(=O)c(C(c3nnnn3CC3CCCO3)N3CCC(C)CC3)cc2c1 (stereo not given),-6,100,101,1,100,14,101,33,107,99,100
CCC(OC(=O)c1nsc(Cl)c1Cl)C(=O)NC(C)(C)CC (stereo not given),-1,102,97,-46,97,20,94,-12,97,99,102
Cc1c(NC(=S)NC(=O)COc2ccccc2)c(=O)n(-c2ccccc2)n1C,-3,104,101,-11,102,-1,102,9,102,101,102
CCOc1ccccc1N=C1NC(=O)CS1,3,100,95,1,95,9,95,-6,96,95,96
COCCNC(=O)c1ccc(N(C)S(=O)(=O)c2ccc(OC)c(OC)c2)cc1,2,95,101,-11,94,.,92,3,106,102,101
CCNC(=O)Nc1cc2nc(C)n(Cc3ccc(Br)cc3)c2nc1C,0,119,105,-8,102,-7,99,-16,105,103,102
CC1CCCCN1Cc1ccc(N)cc1 (stereo not given),-4,101,101,-20,101,.,99,1,103,100,103
Cc1cc(=O)oc2ccc(OC(=O)CN3C(=O)c4cccc([N+](=O)[O-])c4C3=O)cc12,-3,102,102,-11,99,-12,97,33,101,101,104
Cc1ccc(NC(=O)Nc2cnccn2)cc1Cl,-1,104,104,-20,101,-11,95,-8,102,99,105
CCCCOCCCNC(=O)c1ccccc1OCC,-3,95,100,-5,96,-1,99,-11,103,99,98
Cc1nc(NC(=O)CN(C)S(=O)(=O)c2ccc(Br)cc2)sc1C,0,100,104,-22,103,.,99,6,102,105,99
Cc1cc2ccccc2n1CCNC(=O)C(C)Oc1ccccc1 (stereo not given),-2,99,99,-23,99,.,98,3,100,98,98
Cc1cc(C)nc(NS(=O)(=O)c2cccs2)c1,-3,100,103,-3,98,-5,101,6,102,97,95

# Gathered by group, those above containing a Cl atom (twelve)
SMILES,Mcl-1 Bim block,RGS8-Gao,Cdc42 wt GTP,Mcl1-Bid inh,Rab2 wt GTP,Pf gamet viab,Rac1 mut GTP,Mcl1-Noxa inh,Rac1 wt modul,HRas wt GTP bind,Rab7 wt modul
CC(OC(=O)CNC(=O)C12CC3CC(CC(C3)C1)C2)C(=O)Nc1ncc(Cl)cc1Cl (stereo not given),-1,97,104,-8,100,-9,99,-2,104,103,101
Cc1cc(C)nc(NS(=O)(=O)c2ccc(N/C=C\C(=O)c3ccc(Cl)cc3)cc2)n1,-2,99,?,-33,?,.,?,-47,?,?,?
CC(C)CCNC(=O)c1ccc(Cl)c(NC(=O)Cc2ccccc2)c1,-6,96,99,0,98,11,99,24,102,98,100
CCN(CC)CCNC(=O)c1cc2ccccc2nc1Cl,-1,99,101,20,99,-4,98,19,100,97,101
COc1ccc(CNC(=O)CN(Cc2ccc(Cl)cc2)S(C)(=O)=O)cc1,1,94,105,-10,101,-4,103,5,103,104,102
CCOc1ccc(Nc2oc(-c3ccccc3Cl)nc2C#N)cc1,5,98,99,45,95,6,95,38,100,96,94
Cc1nnc(N/N=C/c2cccc(OCc3ccc(Cl)c(Cl)c3)c2)n1N,-4,95,101,4,98,12,97,-1,100,99,99
O=C(/C=C/c1c(Cl)cccc1Cl)NCCc1ccccc1,7,100,107,-11,104,-5,100,4,105,106,104
CCN1CCN(c2ccc(NC(=O)c3ccccc3F)cc2Cl)CC1,2,103,99,-1,103,-29,96,13,101,98,101
CCN(CC(=O)NCCc1ccc(Cl)cc1)Cc1nc2ccccc2c(=O)[nH]1,4,105,96,-10,94,20,96,0,93,94,87
CCC(OC(=O)c1nsc(Cl)c1Cl)C(=O)NC(C)(C)CC (stereo not given),-1,102,97,-46,97,20,94,-12,97,99,102
Cc1ccc(NC(=O)Nc2cnccn2)cc1Cl,-1,104,104,-20,101,-11,95,-8,102,99,105

# Compounds were not picked by outcome. About 2.9% of those tested had a hit in this group.
